Bioassay records deposited in PubChem by several laboratories.
E coli growth = E. coli V3065 growth inhibition, primary screen, counter-screen for AddAB inhibitor project, absorbance, OD600; actives 0.27% (n = 330,000); inhibition, % at 11.9 µM; 18 h;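 active = inhibition above the campaign's mean inhibition across all tested compounds plus 3 SD, cut at about 9.9% in these data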;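 also: uninfected addAB+ strain grown without phage in ampicillin broth; 0% = DMSO wells and 100% = ciprofloxacin 0.95 µg/ml wells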
OPRM1-OPRD1 ag = agonists of OPRM1-OPRD1 heterodimerization, primary screen, cell-based, luminescence; cells; activation, % at 9.3 µM; actives 0.3% (n = 340,000); AID 504326, 2011; in the data active = activation above about 18%;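 also: 0% = vehicle-treated cells and 100% = reference agonist; values of inactives mirror those of a sister screen read the other way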
Target sequence (P35372 whole entry, looked up): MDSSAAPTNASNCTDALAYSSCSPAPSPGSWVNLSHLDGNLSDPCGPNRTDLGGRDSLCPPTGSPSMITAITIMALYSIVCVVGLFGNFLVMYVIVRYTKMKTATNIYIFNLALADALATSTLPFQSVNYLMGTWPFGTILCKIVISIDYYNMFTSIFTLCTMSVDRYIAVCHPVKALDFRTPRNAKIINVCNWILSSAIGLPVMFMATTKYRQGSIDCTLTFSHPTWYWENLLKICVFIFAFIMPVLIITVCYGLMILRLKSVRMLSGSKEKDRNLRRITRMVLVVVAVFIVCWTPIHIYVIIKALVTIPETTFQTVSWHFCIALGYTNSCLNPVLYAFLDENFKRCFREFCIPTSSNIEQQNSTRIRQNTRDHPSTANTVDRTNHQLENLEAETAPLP
Target sequence (P41143 whole entry, looked up): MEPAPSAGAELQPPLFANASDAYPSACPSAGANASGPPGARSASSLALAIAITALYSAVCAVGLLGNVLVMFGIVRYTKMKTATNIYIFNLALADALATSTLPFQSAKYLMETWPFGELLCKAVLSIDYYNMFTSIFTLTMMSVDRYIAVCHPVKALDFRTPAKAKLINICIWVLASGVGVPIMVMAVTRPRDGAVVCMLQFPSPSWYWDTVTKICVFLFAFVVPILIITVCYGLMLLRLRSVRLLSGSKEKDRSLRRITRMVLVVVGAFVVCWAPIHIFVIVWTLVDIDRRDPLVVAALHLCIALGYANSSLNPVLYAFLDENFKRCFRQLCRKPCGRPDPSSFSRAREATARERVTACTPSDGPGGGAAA
DSG3 Ab inh = inhibitors of pemphigus antibody binding to DSG3, primary screen, biochemical, bead-based, flow cytometry, scFv-GFP; binding (percent of control), % at 10 µM; AID 588358, 2011; DSG3-coupled beads, scFv-anti-DSG3-GFP binding; active compounds read low; actives 0.48% (n = 310,000); Desmoglein-3 (Homo sapiens), P32926;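 active = binding more than 3 SD below its plate's average and above zero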;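 also: hits lower antibody fragment binding to DSG3; some compounds called inactive have numbers as strong as hits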
MOR-DOR inv ag = inverse agonists of MOR-DOR heterodimerization, primary screen, cell-based, luminescence | Mu-type opioid receptor (Homo sapiens) + Delta-type opioid receptor (Homo sapiens), … | cell-based MOR-DOR heterodimer luminescence, inverse agonism | inhibition, % at 9.3 µM | actives 0.21% (n = 340,000) | AID 504357, 2011; in the data active = inhibition above about 22%, passing the limit was not always enough;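 also: 0% = cells with DMSO and 100% = wells without cells with DMSO; values of inactives mirror those of a sister screen read the other way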
PKA-R1A activ = activators of PKA-R1A holoenzyme, primary screen, biochemical, fluorescence polarization, Cy5-IP20, bovine R1A, mouse PKAc; AID 504707, 2011; cAMP-dependent protein kinase type I-alpha regulatory subunit (Bos taurus) + …; actives 0.083% (n = 340,000); activation, % at 11.4 µM; PKA-R1A dissociation; scaled: DMSO 0%, 113 µM cGMP 100%;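 active = percent activation above the mean of all tested compounds plus 3 SD, cut at about 19% in these data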;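 also: higher means more PKAc released from R1A so a rise in polarization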
Arrestin-AP2 inh = inhibitors of beta-arrestin/AP2 binding, primary screen, biochemical, GPCR trafficking, flow cytometry; FITC-arrestin peptide / GST-AP2 beads; AP2 beta2 appendage carries R879A mutation; actives 0.31% (n = 340,000); inhibition, % at 10 µM;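 active = inhibition above a set limit, near 3 SD of compounds lacking own fluorescence, cut at about 54% in these data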;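 also: plate controls were DMSO wells for no effect and 5 µM unlabelled arrestin peptide for full effect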
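System: GST-AP2 R879A glutathione beads | Also added: FITC-arrestin peptide, 50 nM | Times: 12 min plus 1 h, RT | Signal: Bead flow cytometry, FITC channel | Buffer or medium: PBS with 0.05% Tween 20 and 0.1% BSA | Read-out basis: Percent drop in bead-associated FITC signal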
phage Ecoli inh = growth loss of phage-infected E. coli, primary screen, RecBCD inhibitor project, absorbance, with phage, HTS; AID 651602, 2012; inhibition, % at 11.9 µM; actives 0.26% (n = 360,000); in the data active = inhibition above about 11%
AddAB inh = growth inhibition of E. coli expressing H. pylori AddAB, primary screen, AddAB inhibitor project, absorbance; actives 0.29% (n = 330,000); AID 435030, 2010; inhibition, % at 11.9 µM; in the data active = inhibition above about 12%;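 also: 0% = vehicle wells of infected cells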
Tat transport = E. coli Tat export inhibitors, primary screen, MC4100, TorA-mCherry reporter, fluorescence, single point; AID 488895, 2010; inhibition, % at 10 µM; actives 0.036% (n = 340,000);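 active = mean replicate inhibition at least 50% and at least half of replicates individually reaching 50%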;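 also: exported cargo escapes ClpAP degradation while cytoplasmic cargo is degraded and loses fluorescence; 0% = median of neutral control wells and 100% = median of NaSCN control wells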
SUMO Mot1 rescue = yeast Mot1-301 growth rescue at high temperature, primary screen, SUMOylation pathway inhibitor project, S. cerevisiae, ATP luminescence, 38.5C; S. cerevisiae Mot1-301 growth rescue; percent above DMSO median, 100 means doubled; growth rescue, % at 18.8 µM; actives 1% (n = 320,000);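 active = every valid replicate shows activation above 250% relative to neutral control wells; inactive = the rest, any valid replicate at or below 250%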;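 also: OY570 slx delta 5 strain wells were the positive control but not used for scaling; some compounds called inactive have numbers as strong as hits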
PfHsp90 yeast 2 = growth inhibition of PfHsp90-expressing yeast, primary screen, antimalarial PfHsp90 inhibitor project, S. cerevisiae, BacTiter-Glo luminescence, single point, set 2; BacTiter-Glo ATP, 48 h; yeast lacking PDR1 and PDR3 efflux regulators; actives 0.32% (n = 310,000); inhibition, % at 9.4 µM;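 active = every replicate shows inhibition above about 80%, whatever the replicate mean, limit read from the data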;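 also: 0% = DMSO neutral controls and 100% = 20 µM radicicol positive controls; yeast relying on Plasmodium falciparum Hsp90 in place of its own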
An asterisk follows results filed as active; / = no result given. An unsorted share of the library (roughly 2.8% active in at least one column).

SMILES	E coli growth	OPRM1-OPRD1 ag	DSG3 Ab inh	MOR-DOR inv ag	PKA-R1A activ	Arrestin-AP2 inh	phage Ecoli inh	AddAB inh	Tat transport	SUMO Mot1 rescue	PfHsp90 yeast 2
CN(c1ccccc1)S(=O)(=O)c1ccc(Cl)c(C(=O)OCC(=O)N2CCOCC2)c1	-5.7	-2.4	102.1	12.3	-5.4	-28.8	1.7	3.8	0.2	-10.6	-5.3
O=C(O)c1ccccc1Nc1cc(Cl)c2nonc2c1[N+](=O)[O-]	0.0	-0.5	113.5	3.0	4.8	15.6	0.8	3.8	0.0	9.7	-8.4
CC1(C)CC(=O)C(C(c2ccncc2)C2C(=O)CC(C)(C)CC2=O)C(=O)C1	1.1	-2.9	103.8	16.3	1.5	0.6	1.1	-1.1	11.4	181.8	-9.7
CCN(CC)CCC(O)(c1ccc2c(c1)OCO2)c1cc(OC)c(OC)c(OC)c1 (centres undefined)	/	-3.1	/	15.1	-8.7	-12.6	4.2	/	-4.7	/	-3.6
COc1ccc(OC)c2c1sc(=NC(=O)C(C)C)n2C	0.3	3.5	100.2	-20.5	-3.6	-4.9	2.4	-1.9	0.6	-0.8	7.9
Cc1cc(-c2ccc(S(=O)(=O)N3CCN(c4ccccc4F)CC3)s2)on1	0.2	-1.0	101.5	5.2	-4.5	14.6	-0.2	1.0	6.8	94.8	11.7
Cc1noc(C)c1Cc1ccc(O)cc1	0.7	-3.0	98.5	17.3	6.9	-7.4	2.9	4.6	-5.9	472.1*	/
Cc1ccccc1-c1noc(C23CC4CC(CC(C4)C2)C3)n1	1.2	0.4	94.8	-1.9	4.5	-5.9	2.9	5.7	-1.9	-3.2	-8.8
NC(=O)Cc1ccc2c(c1)[nH]c1ccccc12	2.2	-3.2	103.6	14.1	-4.1	16.5	1.0	2.1	-2.9	20.5	-3.3
COc1ccc(CCNC(=O)COC(=O)c2ccccn2)cc1	-2.1	0.8	98.1	-4.2	4.1	0.1	2.7	-1.3	-6.1	-1.8	11.7
COc1ccccc1C(=O)N/N=C(\C)c1cccnc1	0.7	-1.7	/	8.2	-1.4	6.0	3.5	3.4	-5.7	2.2	5.8
O=C(c1ccc(Cl)cc1)N1CCN(S(=O)(=O)/C=C/c2ccccc2)CC1	-0.9	0.9	95.7	-3.5	0.4	2.0	0.3	-0.4	7.8	-1.8	-9.7
COC(=O)c1ccc(S(=O)(=O)N2CCc3ccccc3C2)cc1	-1.6	0.7	92.1	-3.3	-0.7	-2.1	-1.0	5.3	-6.8	-10.5	-13.2
CC1(NC(=O)CC(c2ccccc2)(c2ccccc2)c2ccccc2)CCN(Cc2ccc(-c3ccccc3)cc2)C1=O (centres undefined)	0.9	-0.3	100.6	1.5	5.1	-4.9	3.8	1.6	-7.3	-5.9	3.2
CS/C(=N\N(C)C(N)=O)c1ccccc1	1.6	-3.4	82.5	17.4	-2.8	-3.0	4.7	3.3	1.4	12.0	-13.5
COc1ccc(N2CCN(CCNC(=O)Nc3ccc(C)cc3Cl)CC2)cc1	-0.8	-1.6	90.1	7.2	-7.0	30.4	3.3	1.8	-0.4	-8.7	8.9
COc1ccc(CCNC(=O)C2CCN(S(=O)(=O)c3ccc(Cl)cc3)CC2)cc1OC	-0.6	-3.2	98.5	18.1	-18.4	1.1	1.7	-0.1	-0.8	9.8	7.7
CCOC(=O)N1CCN(C(=O)C2CC(c3ccc(F)cc3)=NO2)CC1 (centres undefined)	1.2	0.8	101.7	-3.9	5.6	23.0	3.2	3.0	-3.8	22.7	7.0
CCc1noc(C)c1C(=O)Nc1ccc(S(=O)(=O)N2CCC(C)CC2)cc1	-1.8	-0.9	107.0	4.2	5.8	9.3	1.6	-0.2	2.5	-7.6	23.2
CCC1(OC(=O)CN(C)C)C(=O)OCc2c1cc1n(c2=O)Cc2cc3c(N)cccc3nc2-1 (centres undefined)	/	4.4	89.7	-19.2	0.8	17.6	/	/	-19.3	/	-0.4
Cc1ccc(-c2cc(C(=O)O)c3sc(N4CCCCC4)nc3n2)cc1	3.1	-3.0	88.8	15.4	0.0	-6.1	-0.6	1.3	2.5	-20.8	-3.4
COc1ccc(CC(=O)Nc2cccc(-c3ccc4nnc(C)n4n3)c2)cc1	-1.7	-0.5	103.1	2.7	0.9	0.7	2.5	1.0	9.3	0.1	11.6
Cc1ccc(S(=O)(=O)Cn2nnnc2C(c2ccccc2)N2CCN(c3ccccc3)CC2)cc1 (centres undefined)	-1.7	4.0	100.7	-23.5	-9.8	-0.8	1.1	0.5	-6.4	-5.7	-22.7
CC(=O)c1c(C)[nH]c(C(=O)OCC(=O)Nc2ccc3c(c2)OCCO3)c1C	0.1	0.7	113.7	-2.9	-0.1	-4.1	2.5	2.5	-1.8	-9.7	-21.4
Cc1nn(-c2nc(-c3ccco3)cc(C(F)(F)F)n2)c(C)c1Cl	1.4	-0.6	100.6	3.6	-0.6	18.6	4.2	1.1	7.3	-8.0	-13.2
O=C(O)CC(NC(=O)C1c2ccccc2Oc2ccccc21)c1ccc(Cl)cc1 (centres undefined)	0.3	0.5	83.4	-3.1	-4.7	-10.2	4.5	2.1	-12.2	-10.5	-6.7
O=S(=O)(Nc1cccc(S(=O)(=O)N2CCCCCC2)c1)c1ccc(F)cc1F	-1.7	-2.7	99.7	14.0	-12.7	3.9	5.5	-3.9	-2.1	45.0	-1.1
CC(CCN1CCC(CN2C(=O)C(=O)NC[C@@H]2Cc2ccccc2)CC1)c1ccccc1 (some centres undefined)	/	-0.4	102.2	1.8	-6.5	-1.1	4.1	/	0.1	/	21.0
CC(C)(C)[C@H]1COC(=O)CCCC/C=C\C[C@H](CC(=O)N(CCO)Cc2ccccc2)C(=O)N1	-2.0	-1.5	96.0	7.2	-3.2	-5.8	3.0	0.7	-1.4	/	12.4
CCOCC(=O)OCC(=O)Nc1cc(OC)c([N+](=O)[O-])cc1C	2.3	-0.3	106.5	1.5	2.2	-18.4	0.6	1.0	3.6	14.6	7.5
CCOC(=O)N1CCN(C(=O)CN(Cc2ccc(Cl)cc2)S(C)(=O)=O)CC1	1.4	-3.2	108.8	13.4	-7.9	-6.3	2.4	0.4	7.4	51.0	-37.9
COCCNc1nc2ccccc2nc1NS(=O)(=O)c1ccc(C)cc1C	2.5	-1.5	96.8	9.2	-3.4	104.7*	1.1	-0.6	2.1	-6.9	-2.9
COc1ccccc1NC(=O)C(C)Nc1ccc(C)c(Cl)c1 (centres undefined)	-0.8	-2.5	85.0	11.3	-6.1	-13.4	0.3	0.9	2.6	-2.5	-5.7
O=C(OCC(=O)N1CCCC1)c1cc2c(cc1[N+](=O)[O-])OCCO2	2.5	-6.1	83.3	23.6	0.1	-4.5	1.8	-0.9	6.5	-3.4	7.2
COc1ccc(N(C)S(=O)(=O)c2cccc(C(=O)OCC(=O)c3c(N)n(C)c(=O)n(C)c3=O)c2)cc1	-1.9	-2.0	90.4	10.6	-7.0	4.4	1.8	-2.2	11.2	-5.5	/
CCn1c(SCC(=O)Nc2ccccc2C(=O)OC)nnc1-c1cccc(C)c1	-0.5	-1.8	104.6	10.4	-6.2	4.4	-1.8	1.2	-0.6	8.1	15.3

Rewritten field by field: entries from further up.
SMILES: Cc1noc(C)c1Cc1ccc(O)cc1
- E coli growth: 0.7
- OPRM1-OPRD1 ag: -3.0
- DSG3 Ab inh: 98.5
- MOR-DOR inv ag: 17.3
- PKA-R1A activ: 6.9
- Arrestin-AP2 inh: -7.4
- phage Ecoli inh: 2.9
- AddAB inh: 4.6
- Tat transport: -5.9
- SUMO Mot1 rescue: 472.1*
- PfHsp90 yeast 2: /
SMILES: Cc1ccccc1-c1noc(C23CC4CC(CC(C4)C2)C3)n1
- E coli growth: 1.2
- OPRM1-OPRD1 ag: 0.4
- DSG3 Ab inh: 94.8
- MOR-DOR inv ag: -1.9
- PKA-R1A activ: 4.5
- Arrestin-AP2 inh: -5.9
- phage Ecoli inh: 2.9
- AddAB inh: 5.7
- Tat transport: -1.9
- SUMO Mot1 rescue: -3.2
- PfHsp90 yeast 2: -8.8

Going on with the list:
SMILES	E coli growth	OPRM1-OPRD1 ag	DSG3 Ab inh	MOR-DOR inv ag	PKA-R1A activ	Arrestin-AP2 inh	phage Ecoli inh	AddAB inh	Tat transport	SUMO Mot1 rescue	PfHsp90 yeast 2
COc1cc(/C=N/NC(=O)c2ccoc2C)ccc1OCCN1CCCCC1	/	-0.8	108.5	5.4	-1.1	13.4	0.4	/	-3.6	-15.0	4.8
COc1ccc2c(c1)N(C)/C(=C/c1cccc[n+]1C)S2	-2.1	-3.6	89.3	20.0	3.2	-17.9	3.1	-1.0	-2.0	68.5	5.4
CS(=O)(=O)Nc1ccc(C(=O)Nc2ccccc2Cl)cc1	0.7	/	103.0	/	/	8.6	5.9	-1.1	5.8	7.9	-26.5
CCCOc1ccc(Cc2nn3c(=O)/c(=C/c4ccco4)sc3nc2=O)cc1	-2.1	0.5	96.5	-2.3	-4.0	11.4	1.1	-1.9	-4.2	2.2	-39.6
CC(=O)Nc1cccc(C(=O)OCC(=O)c2ccc3c(c2)OCO3)c1	3.5	-1.4	108.6	7.0	3.9	11.2	5.5	1.7	-4.3	5.2	/
NC(=S)C1COc2ccccc2O1 (centres undefined)	0.7	-2.3	90.7	11.9	4.4	38.3	-0.8	3.1	-0.3	-6.9	-10.8
CC(C)(CO)Nc1ccc([N+](=O)[O-])cc1[N+](=O)[O-]	3.2	-0.3	98.2	1.8	9.6	7.7	1.7	2.1	-1.0	-14.1	-18.2
CCOC(=O)N1CCC(NC(=O)CCC(=O)N2CC(C)Oc3ccc(C)cc32)CC1 (centres undefined)	0.8	-1.9	101.8	10.6	-6.3	-4.5	2.6	5.6	5.8	-0.7	-7.4
CCN1CCN(CCCNC(=O)CCc2nc(-c3ccc(OC)cc3)no2)CC1	1.3	-2.1	84.2	13.1	-4.7	2.9	4.5	4.5	4.7	5.6	/
CC(C)Oc1ccc(C(=O)NC(=S)Nc2ccc(Cl)c(C(=O)O)c2)cc1	0.2	-2.9	95.5	14.5	6.5	0.7	2.1	0.9	2.1	2.8	-15.2
Cc1ccc(S(=O)(=O)N(C)C)cc1NC(=O)c1n[nH]c(=O)c2ccccc12	-2.9	-3.0	92.0	15.2	-9.6	26.6	2.9	1.5	0.4	106.1	5.9
Cc1nc2c(-c3ccc(Cl)cc3)cnn2c2c1CCC2	-0.4	-0.9	85.9	5.8	-18.6	-9.1	4.3	2.6	-3.6	104.8	5.3
